# procasp7 counter – counter-screen for procaspase-3 activators: activators of human procaspase-7 | P55210 | recombinant procaspase-7, Ac-DEVD-pNA absorbance 405 nm; D23A/D198A/D206A triple mutant, cannot self-cleave; scale: DMSO 0, 5 µM enzyme 100 | activation, % at 8.5 µM | 330,000 tested, 0.093% active;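 active = percent activation above the screen-wide mean plus 3 SD, cut at about 25% in these data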
#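 System: Procaspase-7 triple mutant (PC-7 D3A); measure: % activation from two-timepoint absorbance difference, scaled to controls; times: 1 h compound preincubation, 2 h substrate cleavage, 25 °C; also added: Ac-DEVD-pNA substrate, 400 µM as added; measured by: Epi-absorbance of released pNA at 405 nm, two timepoints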
# RPL19A TOR yeast – modulators of TOR pathway RPL19A-GFP in S. cerevisiae; S. cerevisiae RPL19A-GFP strain, flow cytometry, 3 h; hits give low values; percent response vs DMSO, % at 10 µM; 330,000 tested, 0.3% active;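 active = percent response vs DMSO below 50%; inconclusive = fewer than 70 events counted for the yeast strain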;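 also: median channel GFP fluorescence of the barcoded RPL19A-GFP strain; ratio of sample median GFP to plate DMSO average so 100% = DMSO; lower means less RPL19A-GFP as with rapamycin TOR inhibition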
# AHR act – human AHR activation; AHR-responsive luciferase reporter cells, luminescence; 320,000 tested, 2.5% active; AID 2796; activation, % at 5 µM; in the data active = activation above about 47%;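 also: 0% = vehicle wells and 100% = reference agonist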
# Target sequence (P35869 whole entry, looked up): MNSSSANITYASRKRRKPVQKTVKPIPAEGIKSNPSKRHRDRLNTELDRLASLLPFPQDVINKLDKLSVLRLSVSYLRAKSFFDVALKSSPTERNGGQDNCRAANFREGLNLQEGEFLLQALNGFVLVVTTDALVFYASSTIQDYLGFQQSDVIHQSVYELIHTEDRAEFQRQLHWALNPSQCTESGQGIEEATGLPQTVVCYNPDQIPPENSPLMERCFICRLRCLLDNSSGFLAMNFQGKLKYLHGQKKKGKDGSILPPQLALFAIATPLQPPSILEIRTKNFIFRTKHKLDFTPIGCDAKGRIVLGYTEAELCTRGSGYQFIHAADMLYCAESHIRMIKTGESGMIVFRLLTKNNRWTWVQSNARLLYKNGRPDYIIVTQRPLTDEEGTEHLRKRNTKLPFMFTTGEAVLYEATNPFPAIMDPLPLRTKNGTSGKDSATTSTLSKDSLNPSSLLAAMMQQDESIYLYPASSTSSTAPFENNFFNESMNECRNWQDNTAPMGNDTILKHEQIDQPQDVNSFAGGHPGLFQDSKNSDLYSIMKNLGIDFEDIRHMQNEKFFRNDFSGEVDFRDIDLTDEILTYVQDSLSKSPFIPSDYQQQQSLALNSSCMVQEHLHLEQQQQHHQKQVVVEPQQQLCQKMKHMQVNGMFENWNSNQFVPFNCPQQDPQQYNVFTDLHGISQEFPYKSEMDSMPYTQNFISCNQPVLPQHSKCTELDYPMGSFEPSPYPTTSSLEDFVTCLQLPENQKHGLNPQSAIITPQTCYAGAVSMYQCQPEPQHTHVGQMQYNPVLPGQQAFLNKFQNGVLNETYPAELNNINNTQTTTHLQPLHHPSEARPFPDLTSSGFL
# LAP4 TOR yeast – modulators of TOR pathway LAP4-GFP in S. cerevisiae | GFP response vs DMSO, % at 10 µM | AID 2023 | S. cerevisiae LAP4-GFP multiplex, flow cytometry GFP, 3 h; median GFP as percent of DMSO wells | 320,000 tested, 0.34% active;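 active = GFP response vs DMSO above a set limit, about the screen mean plus 3 SD, cut at about 150% in these data; inconclusive = under 70 cell events counted for the yeast strain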
# procasp3 activ – activates human procaspase-3 | P42574 | recombinant procaspase-3 D3A, Ac-DEVD-pNA absorbance 405 nm | activation, % at 8.5 µM | 330,000 tested, 0.11% active | AID 463141;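 active = activation above the mean of all tested compounds plus 3 SD, cut at about 21% in these data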;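 also: 0% = DMSO alone and 100% = DMSO wells spiked with extra 5 µM PC-3 D3A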
#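 Test system: Procaspase-3 D3A mutant, all three cleavage aspartates alanine | Dosing: Single dose, 8.5 µM nominal compound, 0.8% DMSO | Schedule: 1 h preincubation, 2 h reaction | Technique: 405 nm absorbance of p-nitroaniline, reads at 0 and 120 min | Repeats: One well per compound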
# EBNA-1 inh – blocks EBNA-1 binding to DNA | 300,000 tested, 0.34% active | inhibition, % at 14.8 µM | EBNA-1 DNA binding, fluorescence polarization; in the data active = inhibition above about 28%
# MEP2 TOR yeast – alters MEP2-GFP fluorescence in TOR pathway yeast screen; S. cerevisiae MEP2-GFP strain, flow cytometry GFP, 3 h; 100% = DMSO control level; GFP response vs DMSO, % at 10 µM; 330,000 tested, 0.51% active; AID 2016;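 active = GFP response versus DMSO above a set limit, roughly screen mean plus 3 SD, cut at about 180% in these data; inconclusive = fewer than 70 cells counted for a yeast strain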;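 also: median GFP fluorescence of the barcode-gated MEP2-GFP cells per well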
# ZTA DNA inh – counter-screen for EBNA-1 inhibitors: inhibitors of Epstein-Barr virus ZTA; P03206; ZTA-DNA binding, fluorescence polarization; inhibition, % at 11 µM; 320,000 tested, 0.15% active; AID 2234; in the data active = inhibition above about 33%
# * hit, by the source's call; ? = inconclusive; · = no result given; [ ] = dose if it differs, or a comment.
# Keys – A = procasp7 counter; B = RPL19A TOR yeast; C = AHR act; D = LAP4 TOR yeast; E = procasp3 activ; F = EBNA-1 inh; G = MEP2 TOR yeast; H = ZTA DNA inh
1	Nc1nc(-c2ccccc2)nn1C(=O)Cc1ccccc1
  A: -5 | B: 97 | C: 3 | D: 104 | E: 7 | F: -6 | G: 96 | H: -18
2	Cc1ccc(NC(=O)Cc2noc3ccccc23)c(C)c1
  A: 9 | B: 93 | C: -3 | D: 89 | E: 0 | F: 8 | G: 93 | H: 29
3	CCOC(=O)Cc1csc(NC(=O)COc2ccc(C)c(C)c2)n1
  A: -1 | B: 98 | C: 6 | D: 116 | E: 1 | F: 13 | G: 102 | H: -5
4	COC(=O)c1[nH]c2cccc(Cl)c2c1NC(=O)CN(C)C1CCCCC1
  A: 11 | B: 100 | C: 8 | D: 100 | E: -11 | F: -1 | G: 103 | H: 0
5	COC(=O)C(NC(=O)c1ccccc1)=C(C)C
  A: 9 | B: 99 | C: -2 | D: 97 | E: 4 | F: 4 | G: 105 | H: -7
6	O=C(NCC(=O)N(c1ccc(Cl)cc1)C(C(=O)NC1CCCC1)c1cccnc1)c1ccco1 (stereo not given)
  A: 13 | B: 104 | C: -1 | D: 97 | E: 6 | F: 3 | G: 106 | H: 6
7	COc1ccc(C(CNC(=O)c2ccc(S(=O)(=O)Nc3ccc(F)cc3)cc2)N(C)C)cc1 (stereo not given)
  A: -9 | B: 100 | C: 0 | D: 110 | E: -2 | F: 8 | G: 110 | H: -18
8	N/C(=N\OC(=O)Oc1ccccc1)c1cccc([N+](=O)[O-])c1
  A: 1 | B: 98 | C: 4 | D: 98 | E: -2 | F: -4 | G: 102 | H: -14
9	O=C(NCCc1nc2ccccc2[nH]1)/C(=C/c1ccco1)NC(=O)c1ccc(Br)o1
  A: 2 | B: 101 | C: 3 | D: 89 | E: -4 | F: 9 | G: 108 | H: 6
10	Cc1ccc(Cl)c(OCC(=O)N2CCc3ccccc3C2)c1
  A: 4 | B: 100 | C: 1 | D: 97 | E: 6 | F: 16 | G: 116 | H: -2
11	CC(C#N)(Cc1ccccc1)Nc1ccccc1 (stereo not given)
  A: 7 | B: 17*[may fluoresce violet] | C: 0 | D: 72[may fluoresce violet] | E: 7 | F: -8 | G: ? | H: -7
12	CCC(=O)Oc1ccc(C(=O)Nc2ccc3c(c2)OCO3)cc1
  A: 8 | B: 95 | C: 24 | D: 102 | E: 2 | F: -2 | G: 98 | H: -11
13	CN(Cc1ccccc1)c1ncnc2sccc12
  A: 7 | B: 99 | C: 3 | D: 93 | E: -1 | F: 10 | G: 104 | H: 5
14	Cc1ccc(N(C(=O)c2csnn2)C(C(=O)NC2CCCCC2)c2ccccn2)cc1C (stereo not given)
  A: 8 | B: 99 | C: -1 | D: 105 | E: -3 | F: 7 | G: 110 | H: -7
15	COC(=O)c1cc(C(=O)Nn2cnnc2)cc([N+](=O)[O-])c1
  A: 3 | B: 100 | C: 1 | D: 97 | E: -2 | F: -1 | G: 103 | H: 1

# From compound 6 to 7, copied from above:
# Keys – A = procasp7 counter; B = RPL19A TOR yeast; C = AHR act; D = LAP4 TOR yeast; E = procasp3 activ; F = EBNA-1 inh; G = MEP2 TOR yeast; H = ZTA DNA inh
6	O=C(NCC(=O)N(c1ccc(Cl)cc1)C(C(=O)NC1CCCC1)c1cccnc1)c1ccco1 (stereo not given)
  A: 13 | B: 104 | C: -1 | D: 97 | E: 6 | F: 3 | G: 106 | H: 6
7	COc1ccc(C(CNC(=O)c2ccc(S(=O)(=O)Nc3ccc(F)cc3)cc2)N(C)C)cc1 (stereo not given)
  A: -9 | B: 100 | C: 0 | D: 110 | E: -2 | F: 8 | G: 110 | H: -18

# Entries of single compounds, quoted from the list. Order of screens: procasp7 counter, RPL19A TOR yeast, AHR act, LAP4 TOR yeast, procasp3 activ, EBNA-1 inh, MEP2 TOR yeast, ZTA DNA inh
# COC(=O)c1cc(C(=O)Nn2cnnc2)cc([N+](=O)[O-])c1 is entered as 3, 100, 1, 97, -2, -1, 103, 1
# CC(C#N)(Cc1ccccc1)Nc1ccccc1 (stereo not given) is entered as 7, 17*[may fluoresce violet], 0, 72[may fluoresce violet], 7, -8, ?, -7

# Back to the main list; the four compounds before the break are reprinted first.
# Keys – A = procasp7 counter; B = RPL19A TOR yeast; C = AHR act; D = LAP4 TOR yeast; E = procasp3 activ; F = EBNA-1 inh; G = MEP2 TOR yeast; H = ZTA DNA inh
12	CCC(=O)Oc1ccc(C(=O)Nc2ccc3c(c2)OCO3)cc1
  A: 8 | B: 95 | C: 24 | D: 102 | E: 2 | F: -2 | G: 98 | H: -11
13	CN(Cc1ccccc1)c1ncnc2sccc12
  A: 7 | B: 99 | C: 3 | D: 93 | E: -1 | F: 10 | G: 104 | H: 5
14	Cc1ccc(N(C(=O)c2csnn2)C(C(=O)NC2CCCCC2)c2ccccn2)cc1C (stereo not given)
  A: 8 | B: 99 | C: -1 | D: 105 | E: -3 | F: 7 | G: 110 | H: -7
15	COC(=O)c1cc(C(=O)Nn2cnnc2)cc([N+](=O)[O-])c1
  A: 3 | B: 100 | C: 1 | D: 97 | E: -2 | F: -1 | G: 103 | H: 1
16	COc1ccc2[nH]c3c(c2c1)CCN1C(=O)N([C@@H](C)C(=O)NCc2ccco2)C(=O)[C@]31C
  A: 2 | B: 98 | C: 0 | D: 108 | E: 7 | F: 7 | G: 105 | H: 16
17	O=C(O)c1cncc(Br)c1
  A: 10 | B: 103 | C: -1 | D: 102 | E: -1 | F: -1 | G: 111 | H: 13
18	COc1ccccc1C(CNC(=O)C(C)Oc1ccc(Br)cc1)N1CCCC1 (stereo not given)
  A: 7 | B: 95 | C: 6 | D: 92 | E: 1 | F: -16 | G: 103 | H: -15
19	C=C(c1ccc(OC)cc1)c1ccc(OC)cc1
  A: 15 | B: 105 | C: 0 | D: 106 | E: 7 | F: 5 | G: 111 | H: 3
20	Cc1ccccc1C(=O)N1CCC(C(=O)Nc2ccc(S(=O)(=O)N(C)C(C)C)cc2)CC1
  A: 3 | B: 100 | C: -2 | D: 103 | E: 10 | F: 2 | G: 105 | H: -15
21	COc1ccc(C(CNC(=O)c2ccc(NS(=O)(=O)c3ccc(F)c(C)c3)cc2)N2CCOCC2)cc1 (stereo not given)
  A: 13 | B: 96 | C: -1 | D: 100 | E: -7 | F: -1 | G: 105 | H: 12
22	COC(=O)C1C(=O)c2c([nH]c(C(=O)OCCSC)c2C)CC1C (stereo not given)
  A: 10 | B: 101 | C: 21 | D: 101 | E: -5 | F: -1 | G: 100 | H: 10
23	O=C(NC(=S)Nc1ccccc1OC(F)F)c1ccc2c(c1)OCO2
  A: -8 | B: 95 | C: 17 | D: 93 | E: 4 | F: · | G: 95 | H: ·
24	O=C(O)Cc1ccc(C(=O)c2ccc(Cl)cc2Cl)s1
  A: -12 | B: 102 | C: -1 | D: 104 | E: 0 | F: -4 | G: 102 | H: 0
25	COc1ccc2oc(C(=O)NCC(c3ccco3)N(C)C)c(C)c2c1 (stereo not given)
  A: -2 | B: 99 | C: 33 | D: 98 | E: -11 | F: 13 | G: 100 | H: -1
26	CC1(C)CC(=O)C(C(C2=C(O)CC(C)(C)CC2=O)c2cccnc2)C(=O)C1 (stereo not given)
  A: -14 | B: 91 | C: 6 | D: 87 | E: -18 | F: -7 | G: 95 | H: 7
27	O=C(CN(CC1CCCO1)C(=O)CNS(=O)(=O)c1ccc(Cl)cc1)NC1CCCCC1 (stereo not given)
  A: -3 | B: 103 | C: 0 | D: 106 | E: 6 | F: 2 | G: 103 | H: 6
28	CC(=O)Nc1ccc(C(=O)OCC(=O)NC2CCCCCCC2)cc1
  A: 0 | B: 115 | C: -1 | D: 105 | E: 3 | F: 1 | G: 111 | H: 12
29	O=C(Nc1ccccc1)C1CC=CCC1C(=O)OCC1CCCO1 (stereo not given)
  A: -3 | B: 101 | C: 2 | D: 103 | E: -5 | F: -2 | G: 103 | H: -4
30	Cc1c(C#N)c(N=CN(C)C)c(C(=O)c2ccc(Br)cc2)n1-c1ccc(Cl)cc1
  A: -4 | B: 96 | C: 10 | D: 124 | E: -11 | F: -4 | G: 87 | H: -13

# High-throughput results: PubChem BioAssay, several laboratories
